Screens as filed in PubChem.
SDO1 yeast rescue: growth rescue of sdo1-depleted yeast, primary screen, S. cerevisiae, bone marrow failure model; S. cerevisiae sdo1-depleted JHY4D growth rescue, OD600 30 h; hits give high values; pdr5 snq2 efflux-pump mutant strain; z-score at 10 µM; hit rate 0.21% among 140,000;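 active = z-score above 3 at both the 24 hr and the 30 hr optical density reads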;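 also: z-score against mean and SD of all compound wells on the same plate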
Insulin prom inh: inhibitors of insulin promoter-driven GFP, primary screen, imaging, TRM-6 cells (human fetal islet line), eGFP reporter, cell count; reporter expression induced with tamoxifen; inhibition, % at 2 µM; hit rate 0.9% among 130,000; AID 1273, 2008;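 active = inhibition above the mean plus 3 SD, with well images judged a real hit on visual review, cut at about 60% in these data, passing the limit was not always enough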
SDO1 yeast rescue Rescue 24 h: also measured in SDO1 yeast rescue; calls as there; z-score; S. cerevisiae sdo1-depleted JHY4D growth rescue, OD600; measured here: growth rescue at 24 h;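 0 is the plate mean of compound wells and units are plate SD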
Starred values were filed as active, the others as inactive; i = inactive; · = no result given; [ ] = another dose, or the depositor's remark. An excerpt; the hit share may differ from the screen's.

SDO1 yeast rescue,SDO1 yeast rescue Rescue 24 h,Insulin prom inh,molecule
0.83,0.5,-2.9,CCC(C)[C@H](NC(=O)NCc1ccccn1)C(=O)OC (stereo partly specified)
-1.03,-1.09,·,O=C(Nc1cccc(Cl)c1)c1ccc(Cn2cc(Cl)cn2)cc1
0.46,0.53,·,Cc1cc(=O)oc(C)c1C(=O)N1CCN(Cc2ccc3c(c2)OCO3)CC1
0.16,-0.83,-8.3,COc1cccc(CNC(=O)N[C@@H](CC(C)C)C(=O)O)c1
-0.25,0.51,·,O=C(Nc1ccccc1Cl)c1ccc(COc2ccc3c(c2)CCC3)cc1
-0.25,-1.03,13.3,Clc1ncn(C23CC4CC(CC(C4)C2)C3)n1
·,·,21.4,CCN(CC)S(=O)(=O)c1ccc2nc(CCl)[nH]c2c1
1.19,0.9,-281.2,CN1C2C=C3C(C#N)=C(N)C(C#N)(C#N)C(c4ccc(Br)cc4)C3C1CC2 (stereo unspecified)
-0.09,0.26,-7.0,Cc1ccc(S(=O)(=O)N(C)c2ccc(C(=O)NCC3CCCO3)cc2)cc1 (stereo unspecified)
·,·,-5.0,CCN(C(=O)CN1CCc2ccccc21)c1c(N)n(Cc2ccccc2)c(=O)[nH]c1=O
·,·,-35.1,CC1(C)Cc2nc3sc(C(=O)O)c(N)c3cc2CS1
·,·,5.6,O=C(N/N=C/c1ccc([N+](=O)[O-])o1)C1CC1
0.22,0.32,·,CCN(Cc1ccccc1)C(=O)Cn1cc2c(n1)CCCC2
0.32,-0.15,44.8,Cc1ccc(SCCC(=O)NCc2ccco2)cc1
0.71,0.02,·,O=C(O)CSCCCC(=O)Nc1ccc(Br)cc1
-0.73,-1.24,-148.4,Cc1ccc(C(=O)c2cc([N+](=O)[O-])ccc2N2CCCCC2)c(C)c1
1.09,0.61,3.2,CCOC(=O)c1c(NC=O)sc2c1CCC2
0.97,0.97,i,CCn1c(=O)n(CC(=O)Nc2cc(OC)ccc2OC)c(=O)c2ccccc21
0.3,0.21,-9.1,O=C(NCCCN1CCCCCC1)c1ccc(N2CCCC2=O)cc1
·,·,-40.0,O=C(N/N=C/c1cccc(Oc2ccccc2)c1)c1ccncc1
-0.04,0.13,·,CCOC(=O)CN(Cc1ccccc1)S(=O)(=O)c1ccc(NC(C)=O)cc1
0.52,-0.08,0.0,COc1ccc(N2CCN(C(=O)c3ccc(NS(=O)(=O)c4ccc(F)c(F)c4)cc3)CC2)cc1
-0.14,0.38,-128.6,COc1ccc(NC(C)=O)cc1NC(=O)CN1CCN(CC(=O)Nc2ccccc2Cl)CC1
-1.3,-0.18,-17.1,CC1CCc2sc(C(=O)Nc3nnc(SCc4ccc(F)cc4)s3)cc2C1 (stereo unspecified)
1.06,0.81,·,CC(C)CN(CCCNC(=O)CC1Oc2ccccc2NC1=O)CC(C)C (stereo unspecified)

SDO1 yeast rescue,SDO1 yeast rescue Rescue 24 h,Insulin prom inh,molecule
-0.71,-0.94,-8.3,O=C(NC12CC3CC(CC(C3)C1)C2)N1CC2Cc3cccc(=O)n3C(C2)C1 (stereo unspecified)
-0.86,-0.48,-56.2,O=C(CSc1nc2ccccc2c(=O)[nH]1)c1ccccc1
·,·,10.5,NS(=O)(=O)c1ccc(CCNC(=O)COC(=O)CC(c2ccccc2)c2ccccc2)cc1
-0.94,-0.98,·,CC(C)NC(=O)c1c(O)c2ccccc2[nH]c1=O
1.07,0.88,27.3,CSC(=NS(=O)(=O)c1ccc(C)cc1)SC
1.28,0.36,14.7,Cc1cc(C(C)(C)C)cc(C)c1N
-0.81,0.14,21.4,CNC(=S)N/N=C/c1cn(CCOc2cccc(OC)c2)c2ccccc12
1.55,1.3,·,Cc1cc(C)n(CCC(=O)N/N=C/c2ccccc2O)n1
·,·,25.9,Clc1ccc(-n2cc(COCc3ccccc3)nn2)cc1
2.37,2.91,·,CC(=O)c1cc2cc(O)ccc2o1
0.17,0.03,-50.0,O=C(CCC1CCCCC1)Nc1cccnc1
-0.36,-0.45,·,O=S(=O)(NC1CCCCCC1)c1cccc2cccnc12
-0.69,-1.1,-60.7,COC(=O)C(NC(=O)c1ccc(F)cc1)(Nc1ncc(S(=O)(=O)c2ccc([N+](=O)[O-])cc2)s1)C(F)(F)F (stereo unspecified)
-0.24,-0.98,-14.3,Nc1nc(-c2ccccc2)nn1C(=O)Cc1ccccc1
-0.49,-0.08,-40.7,O=S(=O)(NC1c2cccc3cccc(c23)C1Sc1ncccn1)c1ccc(Cl)cc1 (stereo unspecified)
0.43,0.34,-16.1,O=C(O)c1cccc(N2CCCC2)c1
-0.96,-1.35,57.1,Cc1c(C(=O)NC2CCCCC2)oc2c1C(=O)CC(C)(C)C2
·,·,-64.3,COc1ccc(Cl)cc1S(=O)(=O)NC1CC(C)(C)NC(C)(C)C1
·,·,18.2,FC(F)Oc1ccc(NC(=S)NCCc2ccccn2)cc1
-0.2,-0.62,0.0,COc1cccc(C(=O)NCc2ccccc2OC)c1
·,·,-10.0,CCN(CC)c1ccc2cc(C#N)c(=O)oc2c1
·,·,30.8,Cc1cccn2c(=O)c(/C=N/O)c(N3CCOCC3)nc12
1.58,0.79,15.4,CC1(C)OC(C(N)=O)C(C(N)=O)O1 (stereo unspecified)
-0.48,-0.35,10.0,O=C(Cc1ccccc1)N1CCc2ccccc21
·,·,-483.3,COC(=O)c1cn(C(=O)c2cccc(C)c2)c2ccccc12

Copied from the list:
Reading for Clc1ccc(-n2cc(COCc3ccccc3)nn2)cc1 under Insulin prom inh: 25.9
Reading for Cc1c(C(=O)NC2CCCCC2)oc2c1C(=O)CC(C)(C)C2 under SDO1 yeast rescue: -0.96

Reformatted in markdown: part of the list above
| Structure | SDO1 yeast rescue | SDO1 yeast rescue Rescue 24 h | Insulin prom inh |
| --- | --- | --- | --- |
| Nc1nc(-c2ccccc2)nn1C(=O)Cc1ccccc1 | -0.24 | -0.98 | -14.3 |
| O=S(=O)(NC1c2cccc3cccc(c23)C1Sc1ncccn1)c1ccc(Cl)cc1 (stereo unspecified) | -0.49 | -0.08 | -40.7 |

The list continues:
SDO1 yeast rescue,SDO1 yeast rescue Rescue 24 h,Insulin prom inh,molecule
0.77,0.85,-3.2,CC(C)=CC(=O)Nc1nnc(-c2ccccc2)s1
·,·,6.7,O=C(CCSc1ccc(Cl)cc1)NCc1ccccn1
0.9,0.23,0.0,Cc1ccc(C(=O)Nc2ccon2)cc1S(=O)(=O)N1CCOCC1
0.34,0.48,·,CCOc1ccc(C2CC(c3cccc(OC)c3)Nc3nc(N)nn32)cc1 (stereo unspecified)
-0.19,0.06,·,O=c1cc(C(F)(F)F)c2sc(N3CCCCC3)nc2[nH]1
-0.68,-0.3,-17.2,O=C(Nc1c(C(=O)c2ccccc2)oc2ccccc12)c1cc(-c2ccccc2O)n[nH]1
0.24,0.51,3.1,Cc1ccc(OCCCNCCO)c(Br)c1
·,·,61.1,CS(=O)(=O)c1cnc2c(-c3ccsc3)cnn2c1N
·,·,-100.0,COc1cccc(C2CCCCN2Cc2nc(-c3ccc(C)o3)oc2C)c1 (stereo unspecified)
·,·,54.5,Cc1ccccc1C(=O)c1c[nH]c(C(=O)N2CCN(c3ccccc3F)CC2)c1
-1.1,-1.28,54.3,O=C(Nc1cccnc1)Nc1ccc(Br)cc1Cl
-0.01,-0.56,-30.6,CC1C(c2ccccc2)=[N+]([O-])C2(CCCC2)N1O (stereo unspecified)
·,·,-13.5,CC1CCCCN1Cc1nc2c(c(=O)n(C)c(=O)n2C)n1CCCc1ccccc1 (stereo unspecified)
-1.9,-0.99,-14.3,NC(=O)c1cc(Br)cc2c3c([nH]c12)CCCC3
0.79,2.99,34.8,COc1cccc(/C=N/N2C(=O)NC3(CCCCC3)C2=O)c1O
·,·,-118.2,Oc1ccccc1N=Nc1ccccc1O
·,·,-457.1,NS(=O)(=O)c1ccc(CCNC(=O)CSc2nc3ccccc3c3nc(CCN4CCCCC4)nn23)cc1
-1.49,-1.64,·,CCOC(=O)c1sc(Nc2nc3ccc(OC)cc3s2)cc1C
-2.18,-1.67,-3.6,Cc1ccc(-c2csc(-c3c[nH]c4ccccc34)n2)cc1
0.82,-0.12,-46.0,COc1ccc2[nH]c(=O)c(CNC3CCCCC3)cc2c1
-0.22,-0.33,·,COc1ccc(NCc2nnc(SCC(=O)c3ccc(OC)cc3)o2)cc1
-0.79,-0.54,-326.7,N=c1c2c(-c3ccccc3)c(-c3ccccc3)n(Cc3ccco3)c2ncn1CCO
0.53,-0.01,·,N#CCc1ccc(NS(=O)(=O)c2ccc(N3CCCC3=O)cc2)cc1
0.22,0.06,25.0,O=C(O)c1cccc2[nH]c(C(F)(F)F)nc12
·,·,-14.3,C=CC#CC1(O)CC(C)N(C)CC1C (stereo unspecified)

SDO1 yeast rescue,SDO1 yeast rescue Rescue 24 h,Insulin prom inh,molecule
-0.46,-0.4,-8.7,Cn1c(SCC(=O)N/N=C/c2cccs2)nc2ccccc21
0.52,0.3,26.7,COC(=O)CN1C(=O)C2(OCCCO2)c2ccccc21
-0.67,-0.31,-62.5,COc1ccc(OCC(=O)Nc2sc3c(c2C(=O)NCC2CCCO2)CCC3)cc1 (stereo unspecified)
·,·,-33.3,COc1ccc(S(=O)(=O)CCC(=O)Nc2cccc(OC)c2)cc1
-1.34,-1.57,23.1,CCCC(=O)O[C@@H]1C[C@@H](C)N(C(=O)c2ccccc2)c2ccc(C)cc21
0.08,-0.42,·,Cc1ccc(-c2cc(C(=O)Nc3c(C)n(C)n(-c4ccccc4)c3=O)[nH]n2)c(O)c1
·,·,36.4,CC(C)(C)S(=O)(=O)/C(C#N)=N/Nc1ccc(S(C)(=O)=O)cc1
0.17,0.35,·,CCOC(=O)C1=C(N)OC2=C(C(=O)CCC2)C1c1ccco1 (stereo unspecified)
1.38,1.52,-1.3,CC(OC(=O)c1ccc2c(=O)n3c(nc2c1)CCCCC3)C(=O)Nc1ccc(F)cc1Cl (stereo unspecified)
0.93,1.74,·,CCC12C(=O)C(CC)(C(c3ccccc3)=C1c1ccccc1)[C@@H]1C(=O)N(c3ccc(C)cc3)C(=O)C12 (stereo partly specified)
0.45,-0.88,50.0,CC(C)N1C(=O)CCC1C(=O)N1CCN(c2ccccn2)CC1 (stereo unspecified)
·,·,63.6,Cc1ccn2cc(-c3cccc(NC(=O)c4cccs4)c3)nc2c1
0.11,-0.68,-11.4,C=CCn1c(-c2c[nH]c3ccccc23)n[nH]c1=S
-1.61,-1.84,36.7,CCCC12CN3CCN(CC(C3)/C1=N\NC(=O)c1ccc(C(C)(C)C)cc1)C2
0.3,-0.21,-41.9,CN(C)CCCCNCCCNC(=O)/C=N\O
1.38,1.65,·,CN(CC(=O)O)S(=O)(=O)c1cccs1
0.4,0.53,-191.9,COc1cc(C2NC(=O)C(C#N)=C(S)N2c2ccccc2)ccc1OC(C)C (stereo unspecified)
-0.73[7.6 µM],-0.01,·,OC1(c2cccc(C(F)(F)F)c2)CCN(c2ncnc3c2[nH]c2ccccc23)CC1
-1.16,-1.69,7.1,COC(=O)C1=C(C)NC(c2c(O)ccc3ccccc23)C(C(=O)OC)=C1C (stereo unspecified)
0.19,-1.15,·,CCOC(=O)N1CCN(C(=O)c2ccc(N3CCCC3=O)cc2)CC1
-0.22,-0.29,13.5,O=C(CCCOc1ccccc1)N1CCc2ccccc2C1
-0.95,0.49,·,CCOC(=O)N1CCC(n2c(SCC(=O)c3ccccc3)nc3ccsc3c2=O)CC1
0.49,1.24,-57.1,O=C(COC(=O)c1cc[n+]([O-])cc1)NCC12CC3CC(CC(C3)C1)C2
-0.14,-0.96,-38.9,CC(=O)OC12CC3CC(C1)C(=NO)C(C3)C2
0.74,0.53,-12.5,Cc1ccc(-c2ccc(=O)n(CC(=O)NCCN3C(C)CCCC3C)n2)cc1 (stereo unspecified)

Full records as entered above. Screens in order: SDO1 yeast rescue, SDO1 yeast rescue Rescue 24 h, Insulin prom inh
Results for `CN(C)CCCCNCCCNC(=O)/C=N\O` = 0.3, -0.21, -41.9
Results for `OC1(c2cccc(C(F)(F)F)c2)CCN(c2ncnc3c2[nH]c2ccccc23)CC1` = -0.73[7.6 µM], -0.01, ·
Results for `COc1ccc(S(=O)(=O)CCC(=O)Nc2cccc(OC)c2)cc1` = ·, ·, -33.3
Results for `CC(=O)OC12CC3CC(C1)C(=NO)C(C3)C2` = -0.14, -0.96, -38.9
Results for `COc1ccc(OCC(=O)Nc2sc3c(c2C(=O)NCC2CCCO2)CCC3)cc1` (stereo unspecified) = -0.67, -0.31, -62.5

Going on with the list.
SDO1 yeast rescue,SDO1 yeast rescue Rescue 24 h,Insulin prom inh,molecule
0.34,0,·,Cc1ccccc1-n1nc(-c2ccc(N)cc2)cc1N
-0.77,0.86,·,c1ccc(CCNc2ncnc3c2nnn3Cc2ccccc2)cc1
-0.44,-0.61,24.0,OCCCNc1nc(-c2ccc(Cl)cc2)nnc1-c1ccccc1
·,·,20.0,Cc1cccc(-n2cnc(C(=O)N3CCN(C)CC3)c2)n1
0.46,-0.05,-14.3,COc1cc(F)ccc1S(=O)(=O)N1CCN(C23CC4CC(CC(C4)C2)C3)CC1
-1.85,-1.17,20.0,C/C(=N\Nc1nc2ccccc2s1)c1cccs1
1.46,2.35,28.6,CCc1cc2c(N3CCCCC3)ncnc2s1
·,·,-28.6,CN1CCN(c2nc(-c3ccc(Cl)s3)cs2)CC1
0.84,0.86,-75.0,O=C(c1ccco1)N1CCN(Cc2cccc(F)c2)CC1
0.7,0.67,·,CCOC(=O)CSc1nnc(-c2ccc(OC)cc2)n1CC
0.77,0.57,-33.3,C=C(C)Cn1c(SCCN2CCOCC2)nc2c1c(=O)[nH]c(=O)n2C
-0.57,-1.41,-43.5,O=C(N/C(=C/c1ccco1)C(=O)N1CCCC1)c1cccs1
·,·,0.0,COc1ccc(CN2CC(C(=O)NCCC(C)C)CC2=O)cc1 (stereo unspecified)
1,1.16,-18.0,O=C(/C=C/c1ccccc1)NC(=S)NNC(=O)c1cccnc1
·,·,-135.7,COc1ccc(-c2[nH]ncc2N=Nc2ccccc2)cc1
